Screening results from PubChem.
OX1R antag-1: human HCRTR1 antagonism; O43613; CHO/OX1R cells, Fluo-8 calcium fluorescence, orexin A; inhibition, % at 5 µM; 0.43% of 330,000 active; AID 434989;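 active = inhibition above its plate's threshold, mean inhibition of all tested compounds on the plate plus 3 SD, cut at about 37% in these data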;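 note: 0% = orexin A challenge wells and 100% = SB-334867-A antagonist wells; not every result past the cut was called active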
Target sequence (O43613 whole entry, looked up): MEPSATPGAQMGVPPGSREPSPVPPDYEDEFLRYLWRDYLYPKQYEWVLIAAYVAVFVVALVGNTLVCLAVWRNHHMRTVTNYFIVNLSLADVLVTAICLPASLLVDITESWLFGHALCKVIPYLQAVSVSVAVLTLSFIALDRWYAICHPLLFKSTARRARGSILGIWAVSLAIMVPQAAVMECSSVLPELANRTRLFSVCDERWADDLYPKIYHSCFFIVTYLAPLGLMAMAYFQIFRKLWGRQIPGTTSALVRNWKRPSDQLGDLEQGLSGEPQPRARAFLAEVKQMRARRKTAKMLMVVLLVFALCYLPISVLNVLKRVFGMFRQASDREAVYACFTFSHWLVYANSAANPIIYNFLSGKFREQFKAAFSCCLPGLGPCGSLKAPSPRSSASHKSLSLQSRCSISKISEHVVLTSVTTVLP
OX1R antag-2: OX1R (human) antagonism; O43613; OX1R-expressing cells, FRET antagonist read-out; inhibition, % at 6.6 µM; 1.8% of 330,000 active; AID 485270; in the data active = inhibition mostly above about 38%, no sharp cut-off; inactive = mostly below about 40%;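 note: 0% = agonist challenge alone and 100% = reference antagonist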
STK33 inh: inhibitors of human STK33 kinase. Q9BYT3. purified STK33, MBP phosphorylation, ADP-Glo luminescence. inhibition, % at 10 µM. 0.073% of 320,000 active. AID 2661;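 active = inhibition at or above 25%, using the most active replicate where run in duplicate; inactive = inhibition below 25%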
Target sequence (Q9BYT3 whole entry, looked up): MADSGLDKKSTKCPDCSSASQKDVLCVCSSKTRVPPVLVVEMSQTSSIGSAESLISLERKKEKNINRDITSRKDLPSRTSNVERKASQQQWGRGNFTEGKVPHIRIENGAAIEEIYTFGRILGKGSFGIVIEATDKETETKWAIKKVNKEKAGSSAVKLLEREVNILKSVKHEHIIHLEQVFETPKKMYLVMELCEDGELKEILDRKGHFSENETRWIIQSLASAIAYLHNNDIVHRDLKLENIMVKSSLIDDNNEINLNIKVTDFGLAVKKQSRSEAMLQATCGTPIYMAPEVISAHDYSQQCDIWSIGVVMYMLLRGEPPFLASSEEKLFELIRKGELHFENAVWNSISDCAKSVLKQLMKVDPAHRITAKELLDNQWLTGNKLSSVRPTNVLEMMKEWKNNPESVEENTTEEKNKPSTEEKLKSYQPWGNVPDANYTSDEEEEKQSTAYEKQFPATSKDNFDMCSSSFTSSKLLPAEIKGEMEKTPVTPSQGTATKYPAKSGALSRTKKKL
Active calls of the source: *; / = not tested or not shown.

SMILES	OX1R antag-1	OX1R antag-2	STK33 inh
O=C(Cc1cccs1)N1CCC2(CC1)OCCO2	-11.2	-2.7	-1.5
CC/C(=N\NC(=O)c1ccccc1O)c1c(O)n(C2CCCCC2)c(=O)[nH]c1=O	-10.3	16.4	4.0
Cc1cc(CN(C)C)c(OC(=O)N(C)C)cc1C	7.0	20.5	-1.5
CCSc1nnc([C@@H](N)Cc2ccccc2)o1	2.4	7.9	0.4
Clc1cccc(N2CCNCC2)c1	-11.2	17.8	0.9
COc1ccc(-n2c(-c3ccccc3)nc3ccccc3c2=O)cc1	-17.2	30.7	0.3
COc1cccc(NC(=O)[C@@H](NC(=O)N2C[C@H]3C[C@@H](C2)c2cccc(=O)n2C3)C(C)C)c1	-1.9	4.8	-0.8
CCC1(c2ccccc2)C(=O)N(COC)C(=O)N(COC)C1=O	6.3	17.6	/
O=C(Cc1c(Cl)cccc1Cl)N1CCN(Cc2ccccc2)CC1	-0.6	16.4	-0.6
CCCn1c(C(=O)c2ccccc2)nc2ccccc21	-24.6	17.0	-2.7
Cc1ccc(CNC2=NCCS2)cc1	-8.4	7.2	-0.4
CCN1CCN(C(=O)COc2ccc(S(=O)(=O)Nc3ccc(Cl)cc3)cc2)CC1	3.1	13.0	-1.1
COc1ccc(CCn2c(O)c(/C=N/N3CCOCC3)c(=O)[nH]c2=O)cc1OC	-30.1	10.7	-2.1
O=C1NC(=O)C(=Cc2ccc(Oc3ccc([N+](=O)[O-])cc3)cc2)C(=O)N1	-11.9	19.9	-0.2
CC(C)(C)c1nc(N2CCN(C(=O)c3ccco3)CC2)c2nnn(Cc3ccccc3Cl)c2n1	-61.5	20.5	-1.3
CCC(=NCCCN(CC)CC)c1c(O)n(-c2ccccc2)c(=O)[nH]c1=O	-5.1	10.1	-1.6
Cc1cc(C=C2C(=O)N(C)C(=S)N(C)C2=O)c(C)n1-c1ccncc1	5.6	12.6	-1.0
CN(C)C1=NC(N(C)C)=NP(N(C)C)(N(C)C)=N1	-12.6	5.8	-1.7
Nc1ccc(S(=O)(=O)N2CCCCC2c2cccnc2)cc1 (stereo not drawn)	0.7	11.4	1.1
CN1/C(=C\C=C2C(=O)NC(=O)NC2=O)C(C)(C)c2ccccc21	35.4	112.3*	0.8
CN(C)P1(N(C)C)=Nc2c(c(N)nn2C)C(c2ccccc2)=N1	89.1*	17.6	-0.8
C1=C(c2c[nH]c3ccccc23)CCNC1	-14.1	26.5	3.2
CCc1ccc(N2C(=O)NC(=O)/C(=C/c3ccsc3)C2=O)cc1	-25.5	37.3	-0.9
COC(=O)C1=C(c2ccc(S(C)(=O)=O)cc2)C[C@@H]2CC[C@H]1N2C(=O)NCCNC(C)=O	12.0	26.4	0.0
COC(=O)c1cc2c(s1)=NC=NP=2(N1CCOCC1)N1CCOCC1	-3.4	2.9	-0.8
O=S(=O)(NC1CN2CCC1CC2)c1ccc(Cl)cc1 (stereo not drawn)	-4.1	8.5	-0.1
Cc1nc2ccccc2c(=O)n1-c1cc([N+](=O)[O-])cc([N+](=O)[O-])c1	-29.9	73.6*	0.2
Cc1c(N=Nc2c(O)n(C)c(=O)n(C)c2=O)c(=O)n(-c2ccccc2)n1C	-13.8	63.6*	-0.1
O=C(CCC(=O)N1CC2C[C@@H](C1)Cn1c2cccc1=O)NCCc1ccccc1F	2.7	2.8	-0.7
CC(O)CNc1ccc([N+](=O)[O-])c2cccnc12 (stereo not drawn)	-13.2	40.5	0.9
COc1ccc(C(=O)N2CCOCC2)cc1S(=O)(=O)N1CCC(C)CC1	-12.5	12.7	-1.0
Clc1ccc(NC2=NCCCS2)cc1Cl	-28.4	-1.9	0.1
COc1ccc(CCN(C)Cc2c(F)cccc2F)cc1OC	-18.3	11.4	-1.5
Cc1cc(S(=O)(=O)NCC(C)C)ccc1OCC(=O)N1CCN(Cc2ccccc2)CC1	-30.8	5.1	-1.6
O=C(Cc1ccccc1)N1CCN(Cc2cccc(Cl)c2)CC1	-15.2	6.0	0.8
C=CCn1c(O)c(C(CC)=Nc2ccc(NC(C)=O)cc2)c(=O)[nH]c1=O	-1.2	4.5	-1.5
Cc1cc2c(C(F)(F)F)cc(=O)oc2c2c1NCCC2	6.1	4.1	-1.6
CCn1cc(C=C2C(=O)NC(=O)NC2=O)c2ccccc21	-6.1	-1.7	1.5
COc1cc(/C=C(/C)[N+](=O)[O-])ccc1OCc1ccccc1Cl	37.2	29.1	-0.3
OC(CN1CCCCC1)c1c[nH]c2ccccc12 (stereo not drawn)	-17.9	6.2	0.2
O=S(=O)(c1ccccc1)N1CC1c1ccccc1 (stereo not drawn)	-33.8	-4.8	-1.6
Cc1ccc(NC(=O)[C@@H](NC(=O)N2C[C@H]3C[C@@H](C2)c2cccc(=O)n2C3)C(C)C)cc1	2.5	9.3	0.8
Cc1cc(S(=O)(=O)NCc2ccccc2)ccc1OCC(=O)N1CCN(C)CC1	-21.1	9.3	-0.1
O=C1NC(=O)C(CCc2ccncc2)(Cc2ccc([N+](=O)[O-])cc2)C(=O)N1	-7.9	10.9	-0.4
Cc1ccc(-n2c(O)c(C=NCc3ccccn3)c(=O)[nH]c2=S)cc1	-16.3	9.9	1.4
CCOP(=O)(OCC)c1cc(C)c(O)c(C(C)(C)C)c1	-14.8	12.2	-0.6
CC(Cc1ccccc1)NC(N)=O (stereo not drawn)	-2.0	12.1	-0.2
CCC(=NCc1ccc2c(c1)OCO2)c1c(O)n(C)c(=O)n(C)c1=O	8.4	25.1	/
CC(C)CN1CCN(Cc2ccc(F)cc2Cl)CC1CCO (stereo not drawn)	-17.4	16.7	0.5
CC(C)c1ccc(NC(=O)CSc2nnc(OC(=O)N(C)C)n2C2CC2)cc1	-8.4	14.5	-1.0

Record cards, as listed above. Order of values: OX1R antag-1	OX1R antag-2	STK33 inh
COc1ccc(C(=O)N2CCOCC2)cc1S(=O)(=O)N1CCC(C)CC1 across the screens: -12.5	12.7	-1.0
C=CCn1c(O)c(C(CC)=Nc2ccc(NC(C)=O)cc2)c(=O)[nH]c1=O across the screens: -1.2	4.5	-1.5
O=C(Cc1cccs1)N1CCC2(CC1)OCCO2 across the screens: -11.2	-2.7	-1.5

Carrying on:
SMILES	OX1R antag-1	OX1R antag-2	STK33 inh
CCC(C)N1C(=O)/C(=C\c2ccc(N3CCCCCC3)cc2)C(=O)NC1=S (stereo not drawn)	-15.7	14.6	0.5
CCN1CCN(C(=O)COc2ccc3c(c2)C(=O)CC2(CCN(C(C)=O)CC2)O3)CC1	-8.6	4.9	-0.9
C=CCN1C(=O)/C(=C/c2cc(C)n(-c3ccccn3)c2C)C(=O)NC1=S	-21.9	12.9	-0.2
CCCCCCOC(=O)c1ccccc1N	-5.1	9.8	-2.2
N#Cc1ccc(Cn2cc(C=O)c3ccccc32)cc1	-3.2	8.2	-0.7
O=C1CN(C(=O)COC(=O)Cc2ccccc2)c2ccccc2N1	1.4	8.7	-2.2
CCOC(=O)c1c(C)c(C(=O)N2CCC3(CC2)OCCO3)c(C)n1CC	-9.0	12.7	-0.9
CN(C)C(=O)Oc1ccc(-c2cn3cc(Cl)ccc3n2)cc1	-15.2	40.1	1.3
Cc1cc(C)c(NC2=NCCCS2)c(C)c1	3.2	8.3	0.1
O=[N+]([O-])c1ccc(NCCCN2CCOCC2)c2ncccc12	-13.3	34.4	-1.5

3 entries out of the list, arranged by number of heavy atoms, smallest number first.
SMILES	OX1R antag-1	OX1R antag-2	STK33 inh
N#Cc1ccc(Cn2cc(C=O)c3ccccc32)cc1	-3.2	8.2	-0.7
O=[N+]([O-])c1ccc(NCCCN2CCOCC2)c2ncccc12	-13.3	34.4	-1.5
CCOC(=O)c1c(C)c(C(=O)N2CCC3(CC2)OCCO3)c(C)n1CC	-9.0	12.7	-0.9

More entries follow.
SMILES	OX1R antag-1	OX1R antag-2	STK33 inh
C=C(C)C(Cc1c(OC)ccc(C(=O)/C=C/c2ccc(O)cc2)c1O)OO (stereo not drawn)	8.4	7.6	/
COc1cccc(C(=O)C2CCCN(Cc3ccc4nonc4c3)C2)c1 (stereo not drawn)	-21.5	21.9	0.7
O=C1NC(=S)NC(=O)C1=Cc1ccc(Br)s1	-16.0	1.6	-2.4
COC(=O)CC1NC2CCCCC2NC1=O (stereo not drawn)	0.9	10.4	-1.5
O=C(Cc1ccccc1)N1CCN(Cc2cccnc2)CC1	6.9	1.3	1.4
c1ccc2c3c([nH]c2c1)CNCC3	-29.3	18.1	-0.8
Cc1ccc(/C=C2/Sc3ccc(C(=O)N4CCC5(CC4)OCCO5)cc3NC2=O)cc1	-24.1	3.6	-1.6
Cc1ccc(NC(=O)c2snnc2C)cc1Cl	0.0	12.9	-1.4
COC(=O)C1=C(c2cc3ccccc3s2)C[C@@H]2CC[C@H]1N2C(=O)NCCO	-5.4	13.8	-1.0
COc1ccc(N2CCN(CCc3ccncc3)CC2)cc1	-10.7	19.7	-1.9

Quoted from the listing for reference:
SMILES	OX1R antag-1	OX1R antag-2	STK33 inh
COc1cccc(C(=O)C2CCCN(Cc3ccc4nonc4c3)C2)c1 (stereo not drawn)	-21.5	21.9	0.7
O=C1NC(=S)NC(=O)C1=Cc1ccc(Br)s1	-16.0	1.6	-2.4
COC(=O)CC1NC2CCCCC2NC1=O (stereo not drawn)	0.9	10.4	-1.5
O=C(Cc1ccccc1)N1CCN(Cc2cccnc2)CC1	6.9	1.3	1.4
c1ccc2c3c([nH]c2c1)CNCC3	-29.3	18.1	-0.8

Next section
SMILES	OX1R antag-1	OX1R antag-2	STK33 inh
CC12CN3CCN(C1)CC(C)(C3)C2=NN	-3.5	-2.4	-0.2
COC(=O)C1C2c3ccccc3OC1(C)N=c1s/c(=C/c3cn(C)nc3C)c(=O)n12 (stereo not drawn)	-17.1	22.6	-1.3
O=[N+]([O-])c1cnc2ccc3ccccc3c2c1	-13.0	19.2	-0.8
COC(=O)C1=C(c2c(C)noc2C)C[C@@H]2CC[C@H]1N2C(=O)NCCOc1ccccc1	-24.1	1.8	-0.7
CCC1(C(=O)c2ccccc2)C2c3ccccc3OC(=O)C21C(C)=O (stereo not drawn)	-40.9	0.5	-0.7
CC(=C1C(=O)c2ccccc2C1=O)N1CCN(CCN=Cc2c(O)n(C)c(=O)n(C)c2=O)CC1	-24.4	9.0	2.8
Cc1nc2cc(-c3cccc(F)c3)nn2c(C)c1CCC(=O)N1CCC2(CC1)OCCO2	-12.7	9.9	-1.9
C/C1=C\[C@@H](C)C/C=C/[C@H]2[C@@H]3O[C@]3(C)[C@@H](C)[C@H]3[C@H](Cc4c[nH]c5ccccc45)NC(=O)[C@]32C(=O)/C=C/C(=O)[C@@H]1O	-34.3	1.1	1.1
BrCCc1ccccc1	0.9	13.8	-0.7
O=C(COc1ccc(Cl)cc1)N(c1ccc(Cl)cc1)C1CN2CCC1CC2 (stereo not drawn)	-16.7	21.8	-0.8
COc1ccc2c(c1OC)CN1CCc3cc4c(cc3[C@H]1C2)OCO4	-22.6	22.5	1.8
COC(=O)C1=C(c2ccccc2)C[C@@H]2CC[C@H]1N2C	1.9	3.3	-0.4
CC(C)(C)C(=O)c1cn(Cc2ccccc2)c2ccccc12	-31.8	9.1	-0.8
CCN(CC)S(=O)(=O)c1ccc(C(=O)NC2CN3CCC2CC3)cc1 (stereo not drawn)	-7.3	-5.2	0.4
O=C(Cn1cc(C(=O)c2ccccc2)c2ccccc21)NCc1ccco1	-19.9	27.3	-0.7
COCc1cc(OC(=O)N(C)C)nc2c1c(C)nn2C	-7.3	9.1	-0.2
OC1/C(=C/c2ccc(C(F)(F)F)cc2)N2CCC1CC2 (stereo not drawn)	-10.7	3.4	-2.1
COc1ccccc1CN1CCN(Cc2ccc(Cl)cc2)CC1	-18.2	12.9	-0.7
O=Cc1cn(Cc2c(F)cccc2Cl)nc1-c1ccccc1	-14.4	5.6	-2.7

The list is partial (hit frequency here may not be typical).
